Source: PubChem BioAssay (several laboratories)
hK5 inh: blocks human kallikrein 5 protease activity; Q9Y337; recombinant hK5, fluorogenic AMC substrate cleavage; inhibition, % at 5 µM; 210,000 tested, 0.59% active; AID 873;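 active means inhibition of 40% or more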;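 further: 0% = enzyme controls without compound and 100% = no-enzyme blanks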
Thrombin inh: inhibitors of human thrombin. P00734. alpha-thrombin, Boc-VPR-AMC fluorogenic substrate cleavage. inhibition, % at 5 µM. 220,000 tested, 0.26% active. AID 1046;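 active means inhibition at or above 40%; inactive means inhibition below 40%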;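 further: 0% = enzyme with no compound and 100% = wells without enzyme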
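Test system: human alpha-thrombin; medium: pH 7.5 Tris-saline with Tween 20; times: reaction at room temperature; signal: AMC fluorescence at 355 nm excitation and 460 nm emission; also added: Boc-VPR-AMC substrate, 15 µM final; dosing: one concentration per compound, 5 µM, with 0.2% DMSO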
FXIa inh: factor XIa (human) inhibition. purified FXIa, Boc-Glu-Ala-Arg-AMC fluorogenic substrate. inhibition, % at 5 µM. 220,000 tested, 0.14% active. AID 798;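 active means inhibition of at least 40%; inactive means inhibition below 40%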;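 further: fluorescence of freed AMC excited at 355 nm; 0% = enzyme without compound and 100% = no enzyme blank; many of its hits are not listed in these tables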
PERK inhibitor: inhibitors of human PERK kinase; Q9NZJ5; CHO PERK-DD fusion, SEAP luminescence translation reporter; inhibition, % at 5.6 µM; 220,000 tested, 0.17% active; AID 1416;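 active means inhibition above the mean inhibition of all tested compounds plus 3 SD, set separately per screening campaign, cut at about 2.9% in these data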;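 further: PERK kinase domain activated by AP20187 dimerizer at 100 nM; 0% = DMSO with dimerizer and 100% = rapamycin at 8.4 µM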
Rad51 HR inh: Rad51 (human) homologous recombination inhibition. Q06609. hRad51 DNA strand exchange, fluorescence dequenching. inhibition, % at 10 µM. 200,000 tested, 0.085% active. AID 1385;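 active means inhibition above 40% at the single screening dose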;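 further: 0% = DMSO control wells and 100% = blanks with heterologous ssDNA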
Target sequence (Q06609 whole entry, looked up): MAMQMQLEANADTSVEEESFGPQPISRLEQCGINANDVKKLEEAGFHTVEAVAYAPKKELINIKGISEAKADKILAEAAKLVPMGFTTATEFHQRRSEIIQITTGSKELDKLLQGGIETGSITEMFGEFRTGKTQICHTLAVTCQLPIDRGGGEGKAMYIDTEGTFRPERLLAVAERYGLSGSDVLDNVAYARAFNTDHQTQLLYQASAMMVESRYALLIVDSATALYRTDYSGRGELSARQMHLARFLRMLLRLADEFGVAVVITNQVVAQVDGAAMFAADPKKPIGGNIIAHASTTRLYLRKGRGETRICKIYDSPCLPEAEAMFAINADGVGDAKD
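Test system – preformed human Rad51 ssDNA filaments · Reagent – Donor/quencher-labelled 47-bp dsDNA substrate · Incubation – 37 °C 15-min filament assembly, 30-min compound preincubation, 15-min exchange · Signal – FRET fluorescence dequenching, excitation 485 nm, emission 520 nm · Read-out – percent inhibition from fluorescence, normalised to plate control and blank means · Benchmarks – plate control and blank wells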
Cl transport mod: KCC2 (human) Cl- transport modulation; 190,000 tested, 2.2% active; Q9H2X9; B-score of Tl+ flux slope (higher = more flux/activation; lower = inhibition) at 10 µM; KCC2 cells, thallium flux FluoZin-2 fluorescence;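 active means thallium flux slope and its plate-corrected score both differing from the plate sample mean at a set confidence after two filtering rounds, in either direction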;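 further: slope of fluorescence scaled to starting intensity during 10 to 20 s after thallium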
Furin inhibitor: blocks human furin protease activity. purified furin, fluorogenic substrate cleavage. 220,000 tested, 0.061% active. AID 463115. P09958. inhibition, % at 30 µM; in the data active means inhibition above about 25%; further: inactives centre near -15
Target sequence (P09958 108-714 limits assumed): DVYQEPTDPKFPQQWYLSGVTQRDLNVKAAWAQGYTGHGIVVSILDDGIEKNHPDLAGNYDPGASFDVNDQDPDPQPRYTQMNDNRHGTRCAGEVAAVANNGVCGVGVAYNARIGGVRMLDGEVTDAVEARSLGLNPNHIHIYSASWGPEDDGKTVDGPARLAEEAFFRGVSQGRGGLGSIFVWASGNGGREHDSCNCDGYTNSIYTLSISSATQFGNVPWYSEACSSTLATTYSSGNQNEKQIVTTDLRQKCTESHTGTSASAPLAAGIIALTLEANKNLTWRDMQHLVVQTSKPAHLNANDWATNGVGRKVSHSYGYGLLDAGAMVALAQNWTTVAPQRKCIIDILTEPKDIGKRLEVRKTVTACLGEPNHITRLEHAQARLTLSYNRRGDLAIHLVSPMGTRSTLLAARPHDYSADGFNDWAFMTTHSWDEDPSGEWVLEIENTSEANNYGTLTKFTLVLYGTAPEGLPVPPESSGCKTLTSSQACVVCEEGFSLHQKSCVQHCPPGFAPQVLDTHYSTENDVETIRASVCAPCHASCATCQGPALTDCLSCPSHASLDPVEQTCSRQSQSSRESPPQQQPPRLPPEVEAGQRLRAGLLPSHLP
FXIIa inh: blocks human coagulation factor XIIa protease activity; purified FXIIa, Boc-QGR-AMC fluorogenic substrate, 2 h; inhibition, % at 5 µM; 220,000 tested, 0.3% active; AID 800; in the data active means inhibition above about 40%;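 further: 0% = enzyme with no compound and 100% = blank without enzyme; many of its hits are not listed in these tables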
m-calpain inh: calpain II (pig) inhibition | purified calpain II, fluorogenic peptide substrate, 30 min | AID 1236 | inhibition, % at 16 µM | 220,000 tested, 0.37% active;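 active means inhibition above about 50%, limit read from the data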
Active calls of the source: *; x = not tested or not shown; [ ] = remark or other dose.

canonical_smiles	Thrombin inh	hK5 inh	m-calpain inh	PERK inhibitor	Furin inhibitor	Rad51 HR inh	FXIIa inh	FXIa inh	Cl transport mod
COc1cc2c(cc1OC)-c1nc3ccccc3c(=O)n1C(C)(C)C2	-2	-2	-26	-2.6	-23[20 µM]	3	6	-11	0.3
COc1ccc(C)cc1NC(=O)C(c1ccccc1)N1CCNC(=O)C1 (stereo unspecified)	-24	-2	17	-0.3	-23	1	5	-7	0.93
CCc1nnc(N2C(=O)c3cccc4cccc(c34)C2=O)s1	-1	-10	21	-0.6	0[20 µM]	1	8	0	0.99
COC(=O)CCN1CCc2cc(N=Nc3ccc([N+](=O)[O-])cc3)ccc21	2	6	4	1.8	-11	13	6	7	0.028
COc1cc(/C=C(\C#N)c2nc3ccc(C)cc3[nH]2)c([N+](=O)[O-])cc1OC	5	-3	12	-1.0	-11[20 µM]	-10	19	5	x
O=C(O)CSc1nnc(-c2cc3ccccc3o2)n1-c1ccccc1	3	-20	20	1.4	-28[20 µM]	x	4	2	1.3
CCOc1ccc(CCNC(=O)CSc2cc(=O)n(C)c3cc(Cl)ccc23)cc1OCC	3	2	6	0.5	-12	-9	8	9	-0.66
NNC(=O)c1ccc2ccccc2n1	1	-19	-33	-0.3	-24	3	4	13	26*
Cn1cnc([N+](=O)[O-])c1Nc1ccc(O)cc1	0	6	3	0.3	-14[20 µM]	4	11	-2	0.002
CCSc1cc(N2CCCC2)nc(-c2cccc(C)c2)n1	-1	2	27	0.1	-9	x	7	-3	-0.049
Cc1ccc(C2CC(c3cccc(Br)c3)n3nc(N)nc3N2)cc1 (stereo unspecified)	-2	-10	-37	0.1	-20	-4	14	1	2.5
COc1ccc(C(=O)n2c(-c3ccco3)nc3ccccc32)cc1	18	-7	-25	-0.7	-11	-3	-19	27	x

In a second layout: ten of the compounds above
Values in the order – Thrombin inh, hK5 inh, m-calpain inh, PERK inhibitor, Furin inhibitor, Rad51 HR inh, FXIIa inh, FXIa inh, Cl transport mod
CCc1nnc(N2C(=O)c3cccc4cccc(c34)C2=O)s1
 : -1, -10, 21, -0.6, 0[20 µM], 1, 8, 0, 0.99
COC(=O)CCN1CCc2cc(N=Nc3ccc([N+](=O)[O-])cc3)ccc21
 : 2, 6, 4, 1.8, -11, 13, 6, 7, 0.028
COc1cc(/C=C(\C#N)c2nc3ccc(C)cc3[nH]2)c([N+](=O)[O-])cc1OC
 : 5, -3, 12, -1.0, -11[20 µM], -10, 19, 5, x
O=C(O)CSc1nnc(-c2cc3ccccc3o2)n1-c1ccccc1
 : 3, -20, 20, 1.4, -28[20 µM], x, 4, 2, 1.3
CCOc1ccc(CCNC(=O)CSc2cc(=O)n(C)c3cc(Cl)ccc23)cc1OCC
 : 3, 2, 6, 0.5, -12, -9, 8, 9, -0.66
NNC(=O)c1ccc2ccccc2n1
 : 1, -19, -33, -0.3, -24, 3, 4, 13, 26*
Cn1cnc([N+](=O)[O-])c1Nc1ccc(O)cc1
 : 0, 6, 3, 0.3, -14[20 µM], 4, 11, -2, 0.002
CCSc1cc(N2CCCC2)nc(-c2cccc(C)c2)n1
 : -1, 2, 27, 0.1, -9, x, 7, -3, -0.049
Cc1ccc(C2CC(c3cccc(Br)c3)n3nc(N)nc3N2)cc1 (stereo unspecified)
 : -2, -10, -37, 0.1, -20, -4, 14, 1, 2.5
COc1ccc(C(=O)n2c(-c3ccco3)nc3ccccc32)cc1
 : 18, -7, -25, -0.7, -11, -3, -19, 27, x

(more compounds)
canonical_smiles	Thrombin inh	hK5 inh	m-calpain inh	PERK inhibitor	Furin inhibitor	Rad51 HR inh	FXIIa inh	FXIa inh	Cl transport mod
CSc1nc2nccc(-c3ccc(Cl)cc3)n2n1	-1	13	-19	-0.8	-8[20 µM]	3	13	15	-0.096
CCOc1cc(/C=C2\N=C3CCCCCN3C2=O)ccc1O	1	1	13	1.2	-11	-26	7	1	-0.44
O=C(OC1CCOC1=O)c1ccc(N2CCCC2)c([N+](=O)[O-])c1 (stereo unspecified)	-12	-4	0	-0.2	-9	14	3	-7	0.19
Cc1nn(-c2ccc(Cl)cc2)c(=O)c2ccccc12	4	-6	-6	0.1	-18	10	12	-1	-0.97
Cc1cc(C)n(Cc2ccccc2F)c(=O)c1C#N	-3	19	9	0.1	-4	x	5	2	-1.5
O=C(c1ccc(Cl)c(Cl)c1)c1cnc(Nc2ccccc2)s1	1	-15	7	0.7	-10[20 µM]	-5	19	4	x
CCN(C(=O)c1ccc(C)c(Br)c1)c1ccccc1	5	-6	-3	1.7	-16	-31	5	-1	-1.2
C=CCSc1nc(N2CCOCC2)c2c(c1C#N)CC(C)(C)N(C)C2	4	2	-10	-2.3	-10	17	8	4	-1.7
CCOC(=O)N1CCN(Cc2nc3c(c(=O)n(C)c(=O)n3C)n2CCC(C)C)CC1	-5	0	0	-0.1	-25	0	10	1	0.35
NC(=S)NC(=O)c1ccccc1	-6	10	9	0.0	-25	-5	4	4	-0.0011
COc1ccc(N2CCN(C(=O)CSc3nnc(NC(=O)C4CCC4)s3)CC2)cc1	-12	-2	-22	-0.1	-27	-1	8	-6	0.19
CC(=O)n1cc([C@@H]2C=C(C(=O)N3CCOCC3)O[C@H](OCCCCO)C2)c2ccccc21	-5	1	19	1.4	-9	0	7	1	-0.15
O=C1c2ccccc2CCC12N=NCC2c1ccc(Br)cc1 (stereo unspecified)	4	-11	10	-0.3	-2[20 µM]	1	16	-5	-0.37
Cc1cc(C)nc(SCC(=O)Nc2ncc(Cc3ccc(Cl)c(Cl)c3)s2)n1	-1	-7	-6	0.9	-22	-21	15	20	-0.15
CCCCNC(=O)C1CCN(Cc2ccc(OCc3ccccc3)cc2)CC1	-2	-12	-8	-0.7	-17[20 µM]	-16	7	-3	-0.3
O=C1CS/C(=N\C(=O)N2c3ccccc3Sc3ccccc32)N1	2	-11	-119	1.1	1[20 µM]	-18	11	-2	-1.5
CC(C)(C)c1cc(CN2CCN(CCO)CC2)cc(C(C)(C)C)c1O	5	-7	-8	-0.4	-13[20 µM]	3	7	8	x
Cc1nc(Oc2ccccc2)c2ccsc2n1	3	0	-14	1.0	-24	14	13	4	0.4
Cc1nc(SC2CC(=O)N(c3ccc([N+](=O)[O-])cc3)C2=O)nc2c1CCCC2 (stereo unspecified)	-6	12	23	0.9	-32[20 µM]	3	0	-11	-1.2
O=C(O)CSc1ncn[nH]1	-5	-7	-41	1.1	-8[20 µM]	-5	2	-6	-0.29
Cc1c(C#N)c(N=CN(C)C)c(C(=O)c2ccccc2)n1-c1ccc(Br)cc1	-7	15	-30	-2.7	-21[20 µM]	-15	-3	-8	-1
COc1ccc(-n2c(SCC(=O)NCC3CCCO3)nc3ccccc32)cc1 (stereo unspecified)	-3	-13	7	-0.9	-5[20 µM]	1	9	1	-0.16
c1ccc(Cn2ncc3ccccc32)cc1	-2	0	-1	-1.1	-16	-4	14	1	0.11
CCCCc1ccc(NC(=S)Nc2cccnc2)cc1	5	-1	-10	0.8	-14	-11	6	3	-0.51
COc1ccc(-c2cn3c4c(sc3n2)CCCC4)cc1	-4	3	25	-2.0	-15[20 µM]	2	1	-3	x
Cc1cc(C)c(C)c(S(=O)(=O)N2CCC(C(=O)Nc3ccccc3N3CCOCC3)CC2)c1C	-5	-23	-5	-0.2	-18	x	5	1	0.76
Cc1ccc(OC(C)C(=O)Nc2ccc(S(=O)(=O)Nc3cc(C)on3)cc2)cc1 (stereo unspecified)	-1	5	-21	1.2	-21[20 µM]	-12	14	-1	-0.27
CC(=O)Nc1ccc(OC(=O)CC2SC(=O)NC2=O)cc1 (stereo unspecified)	6	-12	-50	1.0	-20	-3	3	1	1.2
C=CCN(c1ccccc1)S(=O)(=O)c1cccc2cccnc12	-7	2	8	0.8	-15	x	4	5	-0.1
COc1ccc(-n2c(COc3ccc4ccccc4c3)nnc2SCC(=O)NCc2ccco2)cc1	-6	-6	31	-1.1	-8[20 µM]	5	3	-6	x
COc1ccc2nc(C)c(C(N)=O)cc2c1	-4	6	-90	1.0	-13	0	9	0	0.024
O=C(O)c1ccc(/C=N/NC(=S)NCc2ccccc2)cc1	-4	-2	28	0.0	-18	6	10	-1	-0.72
CSCC[C@H](NC(=O)NCc1ccc(F)cc1)C(=O)O	-2	-4	6	0.0	-21	0	10	-7	0.73
C=CCN(c1ccccc1)S(=O)(=O)c1ccc(Cl)c(C(=O)OCC(=O)c2[nH]c(C)c(C(C)=O)c2C)c1	-9	-16	28	-0.9	-4	2	-5	-1	0.05
Nc1ncnc(Nc2cc(Cl)cc(Cl)c2)c1[N+](=O)[O-]	0	-22	-7	0.4	-15	2	8	4	0.5
CC(O)C(=O)N/N=C/c1ccccc1C(=O)O (stereo unspecified)	-10	0	-32	0.9	-26	1	4	-3	1.4
O=C(/C=C/c1ccccc1[N+](=O)[O-])NCCN1C(=O)S/C(=C\c2ccc(F)cc2)C1=O	-6	-23	-37	0.5	-20	12	6	-3	-0.43
Clc1ccc2c(N/N=C/c3cccc(Br)c3)ccnc2c1	-6	-17	10	-0.1	-4	-5	10	11	0.54
O=C(Cc1nn[nH]n1)NCc1ccccc1Cl	3	-10	7	1.2	-14	16	13	5	-1.1
CC(=O)OCC(=O)N1CCN(c2ccc([N+](=O)[O-])cc2)CC1	-2	-6	-4	1.0	6	10	11	4	0.72
CNC(=O)c1ccc(-c2nc(-c3ccccc3)cs2)cc1	2	-22	-42	0.0	-17	2	0	-4	-0.68
Cc1n[nH]c(=S)n1/N=C/c1ccc(Br)o1	-5	11	7	0.3	-11[20 µM]	5	6	-7	-0.35

Only part of the results is shown; the hit share may differ from the screen's.
